Compound activity from PubChem.
aDG glyco up – activators of alpha-DG glycosylation, primary screen, uHTS, Pro5-aDG cells, AlphaScreen; alpha-DG glycosylation AlphaScreen (IIH6); 0% Pro5, 100% B10-LARGE cell signal; activation, % at 10 µM; 360,000 compounds, 0.22% hits;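 active = activation of at least 8% versus controls, or a plate z-score of at least 8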;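 note: Pro5 are CHO cells carrying HIG-tagged alpha-DG that lacks glycosylation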
Vif imaging – HIV Vif self-association inhibitors, primary screen, imaging, HEK293T, single point; HEK293T cells, Vif self-association by quenched fluorescence, 24 h; inhibition, % at 7.49 µM; 340,000 compounds, 0.35% hits; in the data active = inhibition above about 50%, passing the limit was not always enough; inconclusive = no clear call, values can overlap the other calls; inactive = below about 31%; note: some results filed as inactive read as strong as hits
ABHD5 PLIN5 PPI – ABHD5-PLIN5 interaction inhibitors, primary screen, cell lysate, split luciferase complementation, luminescence | inhibition, % at 4 µM | 360,000 compounds, 0.78% hits | Split G. princeps luciferase complementation, 4 h | Perilipin-5 (Homo sapiens) + 1-acylglycerol-3-phosphate O-acyltransferase ABHD5 (Homo …;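 active = inhibition above the mean inhibition across every tested compound plus 3 SD, cut at about 22% in these data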;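 note: 0% = DMSO only wells and the 100% control is not disclosed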
Granule exo inh – LAMP-1 surface exposure blockers, TALL-104 cells – cell-based, flow cytometry, MLPCN library, primary screen. TALL-104 LAMP-1 surface exposure; cells stimulated with thapsigargin and PMA. inhibition, % at 10 µM. 360,000 compounds, 0.66% hits. AID 651702, 2012;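 active = inhibition above about 55%, limit read from the data; inconclusive = no clear call, values can overlap the other calls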
NOD2 RIPK2 PPI – NOD2-RIPK2 binding disruptors in cells, primary screen, fluorescence, CHO cells, BLA complementation; inhibition, % at 4.98 µM; 360,000 compounds, 0.38% hits; CCF4 ratio; in the data active = inhibition above about 21%;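 note: 0% = vehicle only and 100% = reference blocker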
N-glyco inh – increase of ERlucT glycosylation luciferase signal, primary screen, N-linked glycosylation inhibitor project, D54 ERlucT cells, luminescence, set 2; D54 ERlucT glycosylation luciferase reporter, 24 h; percent of 100 nM tunicamycin response; reporter increase, % at 12.5 µM; 360,000 compounds, 0.23% hits;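 active = mean luciferase reporter signal, scaled so untreated is 0 and the glycosylation-blocking control 100, at or above a set limit in every replicate; inconclusive = mean reaches the limit but not every replicate does; inactive = mean below the limit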;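 note: luciferase carries N-glycosylation sites so blocking glycosylation raises the light; 0% = median of neutral control wells and 100% = median of 100 nM tunicamycin wells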
TLR9-MyD88 inh – inhibitors of TLR9-MyD88 association in cells, primary screen, cell-based, CHO, BLA complementation, fluorescence; Toll-like receptor 9 (Homo sapiens) + Myeloid differentiation primary response protein …; CCF4 FRET ratio; inhibition, % at 4.98 µM; 340,000 compounds, 0.21% hits; AID 504734, 2011;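 active = inhibition above the mean over all tested compounds plus 3 SD, cut at about 21% in these data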;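 note: 0% = DMSO only wells and 100% = clavulanate BLA inhibitor control wells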
Target sequence (Q99836 whole entry, looked up): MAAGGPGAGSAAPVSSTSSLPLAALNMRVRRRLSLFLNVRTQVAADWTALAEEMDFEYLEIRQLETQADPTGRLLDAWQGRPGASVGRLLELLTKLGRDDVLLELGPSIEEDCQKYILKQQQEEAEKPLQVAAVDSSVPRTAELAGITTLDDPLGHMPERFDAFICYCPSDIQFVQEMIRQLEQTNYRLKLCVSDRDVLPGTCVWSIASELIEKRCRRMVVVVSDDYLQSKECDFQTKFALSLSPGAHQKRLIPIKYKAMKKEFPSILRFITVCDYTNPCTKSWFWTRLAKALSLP
Target sequence (Q9NR96 whole entry, looked up): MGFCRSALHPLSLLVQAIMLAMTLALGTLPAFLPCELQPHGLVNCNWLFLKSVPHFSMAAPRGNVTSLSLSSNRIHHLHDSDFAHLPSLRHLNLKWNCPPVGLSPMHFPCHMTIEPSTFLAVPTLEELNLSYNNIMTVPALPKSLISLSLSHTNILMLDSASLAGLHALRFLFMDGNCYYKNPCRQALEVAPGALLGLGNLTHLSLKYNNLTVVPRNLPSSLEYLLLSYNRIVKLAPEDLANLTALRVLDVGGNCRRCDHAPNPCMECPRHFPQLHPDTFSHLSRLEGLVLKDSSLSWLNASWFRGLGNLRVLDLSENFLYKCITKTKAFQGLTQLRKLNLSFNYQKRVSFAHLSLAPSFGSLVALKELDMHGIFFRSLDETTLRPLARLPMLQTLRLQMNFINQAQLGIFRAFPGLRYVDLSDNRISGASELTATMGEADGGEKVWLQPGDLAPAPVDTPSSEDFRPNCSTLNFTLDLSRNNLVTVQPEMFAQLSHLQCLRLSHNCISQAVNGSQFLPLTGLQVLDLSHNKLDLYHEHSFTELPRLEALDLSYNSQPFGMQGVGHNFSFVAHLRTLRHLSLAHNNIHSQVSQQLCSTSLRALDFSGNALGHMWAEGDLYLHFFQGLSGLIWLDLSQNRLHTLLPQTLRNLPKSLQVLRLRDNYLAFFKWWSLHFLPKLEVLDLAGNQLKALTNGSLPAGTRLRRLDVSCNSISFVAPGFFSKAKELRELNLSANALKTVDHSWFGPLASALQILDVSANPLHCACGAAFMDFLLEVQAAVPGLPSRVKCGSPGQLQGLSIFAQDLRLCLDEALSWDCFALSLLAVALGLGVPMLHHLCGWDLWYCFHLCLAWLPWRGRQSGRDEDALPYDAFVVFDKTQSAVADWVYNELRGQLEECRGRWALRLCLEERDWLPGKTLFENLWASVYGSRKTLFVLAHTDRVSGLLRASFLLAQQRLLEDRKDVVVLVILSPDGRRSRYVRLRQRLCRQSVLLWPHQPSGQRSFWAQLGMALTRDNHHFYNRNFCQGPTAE
MC4R antag cAMP – MC4R antagonists of cAMP signaling, primary screen, cell-based, TR-FRET, antagonist arm of biased-ligand search; inhibition, % at 6.5 µM; MC4R-expressing cells, MTII-stimulated cAMP, LANCE TR-FRET; Melanocortin receptor 4 (Homo sapiens), P32245; 360,000 compounds, 0.48% hits;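 active = inhibition above its plate's cutoff, the mean of tested wells on that plate plus 3 SD, cut at about 29% in these data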;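 note: 0% = Melanotan II alone and 100% = Melanotan II plus saturating MCL0020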
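Material – human MC4R-expressing U2OS cells · Repeats – no replicates · Detection – TR-FRET with Eu-cAMP and labeled anti-cAMP, 671 nm · Times – compound 30 min, challenge 1 h, detection 1 h · Compound – single nominal compound dose of 6.5 µM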
ABCB6 inh MLPCN – ABCB6 transporter inhibitors, primary screen, K562-ABCB6 cells, flow cytometry, MLPCN library; ATP-binding cassette sub-family B member 6 (Homo sapiens), Q9NP58; K562-ABCB6 porphyrin accumulation, 1 h; active compounds read low; fluorescence ratio to DMSO, % at 10 µM; 360,000 compounds, 0.19% hits; AID 602162, 2011;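 active = fluorescence ratio to DMSO below 75%, the collection mean minus 3 SD; inconclusive = too few cells collected in the well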;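 note: signal is porphyrin accumulated inside mitochondria; 100% equals median channel fluorescence of DMSO control wells; lower ratio means ABCB6 inhibition with less porphyrin fluorescence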
MC4R barr agon – MC4R agonists recruiting beta-arrestin, primary screen, cell-based, luminescence, agonist arm of biased-ligand search; Melanocortin receptor 4 (Homo sapiens), P32245; U2OS MC4R beta-arrestin complementation; percent of melanotan II response, DMSO zero; activation, % at 8.9 µM; 360,000 compounds, 0.98% hits;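 active = activation above a per-plate cutoff, the mean activation of sample wells on that plate plus 3 SD, cut at about 8% in these data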
The depositor's hits bear a star; ? = inconclusive; . = no result given. A portion of the library; the hit share may differ from the screen's.

SMILES | aDG glyco up | Vif imaging | ABHD5 PLIN5 PPI | Granule exo inh | NOD2 RIPK2 PPI | N-glyco inh | TLR9-MyD88 inh | MC4R antag cAMP | ABCB6 inh MLPCN | MC4R barr agon
COc1ccc2c(c1OC)C(=O)OC2c1c(O)n(Cc2ccc(F)cc2)c(=O)[nH]c1=O (configuration not stated) | -0.2 | 11 | -12 | 3 | -2 | 3 | 0 | 10 | 99 | 0.3
Cc1cc(C)n2nc(SCC(=O)N3CCC4(CC3)OCCO4)nc2n1 | 0.0 | ? | 2 | -6 | 1 | -1 | -1 | 3 | 103 | -1.2
Cc1nn(Cc2ccccc2)c(Cl)c1C(=O)O | -0.2 | 5 | -2 | 0 | 5 | 4 | -4 | 10 | 100 | -2.3
O=C1NC(=O)N(Cc2ccc(F)cc2)C(=O)/C1=C\c1ccc([N+](=O)[O-])s1 | 0.1 | 10 | -9 | 54 | -5 | 2 | -6 | 8 | 119 | -3.0
CCN1C[C@@]2(COC)C3[C@@H](OC)[C@H]4[C@@H]1[C@@]3(C1C[C@H]3[C@H](OC(=O)c5ccccc5)C1[C@]4(OC(C)=O)C[C@H]3OC)[C@@H](OC)C[C@H]2O (some centres not stated) | -0.5 | 2 | 4 | 0 | -9 | 0 | . | 7 | 106 | 1.5
COc1ccc(NC(=O)C2C3CCC(O3)C2C(=O)O)c(OC)c1 (configuration not stated) | -0.1 | 4 | 4 | 1 | 2 | 3 | -9 | -4 | 104 | -1.7
Cc1cc(C)cc(N2C(=O)NC(=O)/C(=C/c3cccn3-c3ccc(Cl)cc3)C2=O)c1 | 0.3 | 5 | 2 | 13 | 1 | -1 | 5 | 19 | 91 | -1.3
COc1ccc(CC(=O)Nc2ccc3c(C(F)(F)F)cc(=O)oc3c2)cc1OC | 0.6 | -2 | 4 | 0 | 3 | 0 | 4 | 16 | 103 | 0.7
CCOP(=S)(OCC)Oc1cc(C)oc(=O)c1 | -0.1 | -7 | -4 | -10 | -7 | 0 | 12 | -2 | 101 | 0.4
C[C@]12CC[C@@H](O)CC1=CCC1C2CC[C@@]2(C)C1C[C@@H](F)[C@H]2O (some centres not stated) | 0.1 | 3 | -8 | -1 | -3 | 0 | -15 | 9 | 97 | 0.2
C=C1C(=O)OC2CC(C)C3C=CC(=O)C3(C)C(O)C12 (configuration not stated) | -0.3 | -5 | 79* | 23 | 20 | -18 | 8 | -11 | 103 | -1.5
c1ccc(N2C3C4CC(C5CCCC54)C32)cc1 (configuration not stated) | 0.1 | -2 | 2 | 2 | -8 | 2 | -4 | 16 | 98 | 0.5
CCOC(=O)c1cc(C)n(CCc2cnc[nH]2)c1C | 0.4 | -12 | 0 | -2 | -12 | 6 | -2 | -5 | 96 | -1.0
CN(C)c1ccc([N+](=O)[O-])c([N+](=O)[O-])c1 | 1.2 | -12 | 1 | -6 | -2 | -2 | -6 | 6 | 90 | -3.1
CCOc1cccc(OCC)c2c(C)[n+](CC3CCCO3)c(C)c1-2 (configuration not stated) | 0.1 | 1 | 12 | -3 | -4 | 2 | 8 | -1 | 111 | -0.4
C=CCN1C(=O)/C(=C\c2ccc(N3CCOCC3)o2)C(=O)NC1=S | -0.2 | 2 | 6 | 4 | -10 | 3 | 7 | 3 | 107 | -2.5
N=C1SCC(=O)N1Cc1ccccc1 | -0.2 | 9 | -5 | -2 | -9 | 2 | . | 8 | 108 | -0.2
CNC(=O)Nc1ccc(C(=O)N/N=C\C23CC[C@@H](O)CC2(O)CC[C@@H]2[C@@H]3CCC3(C)C(C4=CC(=O)OC4)CCC23O)cc1 (some centres not stated) | 0.0 | -4 | -3 | 6 | 1 | 3 | -1 | 1 | 101 | -1.6
CC1CCCCN1Cc1c[nH]c2ccccc12 (configuration not stated) | 0.1 | 11 | 5 | 3 | 4 | 0 | -3 | 8 | 100 | -1.5
CC1C(c2cccs2)=[N+]([O-])C(C)(C(=O)c2ccc(F)cc2)N1O (configuration not stated) | 0.1 | . | -4 | -6 | -5 | 2 | 9 | -1 | 104 | -0.3
CN(C/N=C(\N)N[N+](=O)[O-])S(=O)(=O)c1ccccc1 | 0.4 | 2 | 3 | 0 | -5 | 2 | . | -6 | 96 | -1.2
CCC12C=CCN3CCC4(c5cc(Br)c(OC)cc5N(C)C4C(O)(C(=O)OC)C1OC(C)=O)C32 (configuration not stated) | 0.4 | 3 | 6 | 3 | 6 | 1 | 3 | 6 | 93 | -0.6
CC(=O)Cc1ccc(OC(C)C)cc1 | -0.2 | -8 | -1 | -3 | -4 | 1 | 0 | 5 | 100 | -0.9
CSc1ncc(/C=C2/C(=O)NC(=O)N(C3CCCCC3)C2=O)cn1 | -0.4 | 2 | -24 | 1 | 18 | 0 | -2 | 8 | 100 | -2.2
CCCCn1c(=O)c(C(=O)Nc2ccccc2S(N)(=O)=O)c(O)c2ccccc21 | -0.1 | . | 6 | 1 | -13 | 1 | 2 | -1 | 98 | 3.3
CC(OC(=O)c1cn(C)c2ccccc12)C(=O)N(C)c1ccccc1 (configuration not stated) | -0.1 | -12 | -4 | 2 | 0 | 1 | -10 | 0 | 97 | -4.2
C1=C(CCNCc2ccccc2)CCCC1 | 0.0 | 5 | 5 | -2 | 3 | 2 | -9 | -10 | 81 | -0.5
CC(C)C(=O)NC(Oc1ccccc1Cl)C(Cl)(Cl)Cl (configuration not stated) | 0.1 | 29 | 4 | 1 | -4 | 4 | -8 | 1 | 96 | 0.6
O=C1CN(O)C(c2ccccc2Cl)=c2cc(Br)ccc2=N1 | 0.1 | -3 | 2 | 5 | -2 | -8 | -6 | -1 | 99 | -0.7
CCOP(=S)(NN(Cc1ccccc1)C(=O)c1ccccc1)OCC | -0.1 | -2 | -5 | -5 | 4 | -2 | 1 | 9 | 110 | -1.8
Cc1cc(=O)oc2c(C)c(OCC(=O)N3CCC(C(=O)O)(c4ccccc4)CC3)ccc12 | 0.2 | -8 | -1 | -5 | 0 | 1 | 8 | 8 | 105 | 0.9
Oc1ccc(Cl)cc1Cc1ccccc1 | -0.2 | 11 | -11 | 4 | 4 | -2 | 3 | 8 | 103 | 1.8
CC(=NCC1CCCO1)c1c(O)n(-c2ccc(C)cc2)c(=O)[nH]c1=O (configuration not stated) | -0.1 | -7 | 4 | -2 | -9 | 1 | 2 | 0 | 96 | -1.3
CNCC(C)c1ccccc1 (configuration not stated) | -0.1 | -1 | 2 | 1 | -3 | 3 | 5 | 6 | 92 | -0.4
N#CC1=C(N)Oc2cc(O)ccc2C1c1ccc2c(c1)OCO2 (configuration not stated) | -0.6 | -1 | -1 | 0 | -10 | 0 | . | 1 | 96 | 0.1
Cn1c(O)c(/C=N/NC(=O)c2ccncc2)c(=O)[nH]c1=S | 0.0 | 2 | -3 | -4 | -1 | 0 | . | -5 | 98 | -3.0
Cc1ccc(C)c(-n2c(C)nc3ccccc3c2=O)c1 | 0.0 | -4 | 2 | 4 | 1 | 0 | . | 6 | 97 | 0.7
CN1C(=O)C(=Cc2sc(=O)n(-c3ccccc3)c2N2CCCCC2)C(=O)N(C)C1=O | 0.1 | -6 | -1 | 43 | -3 | 4 | 0 | -2 | 100 | -1.9
CCCCCCN=C(C)c1c(O)n(Cc2ccccc2)c(=O)[nH]c1=O | 0.6 | 13 | -6 | 3 | -2 | 0 | 2 | 6 | 99 | 3.1
CC(=NCCN1CCOCC1)c1c(O)n(Cc2ccccc2)c(=O)[nH]c1=O | 0.2 | 4 | 17 | 5 | -3 | 0 | 0 | -2 | 99 | 2.6
O=CC(Cl)P(=O)(N1CCOCC1)N1CCOCC1 (configuration not stated) | 0.0 | -1 | 1 | 1 | -9 | 1 | -12 | 6 | 102 | 3.0
O=C1NC(=O)C(=Cc2coc3ccc(O)cc3c2=O)C(=O)N1 | 0.0 | -6 | 16 | -2 | -11 | 2 | -7 | -6 | 97 | -0.2
Nc1c(C(=O)NCCc2ccccc2)c2nc3ccccc3nc2n1CCN1CCOCC1 | 1.4 | -5 | 15 | 20 | -9 | 1 | 0 | 11 | 102 | -0.6
Clc1ccc(N2CCNCC2)nn1 | -0.1 | 2 | 0 | -5 | 3 | 2 | 6 | 6 | 97 | 0.7
C=Cn1ccnc1P(=S)(c1ccn(C)c1)c1nccn1C=C | -0.2 | -2 | -5 | -1 | -5 | 2 | -9 | 17 | 96 | 0.8
CC(=O)OC1(c2ccc(C)cc2)CN2CCC1c1ccccc12 (configuration not stated) | -0.5 | -1 | 4 | 0 | -11 | 2 | 1 | 12 | 107 | 0.2
Cc1[nH]c2c(C(F)(F)F)cccc2c1CCN | -0.2 | -4 | 10 | -1 | -11 | 14 | -12 | 3 | 101 | -0.7
Cc1cccc(CCNCc2cc3cccc(C)c3[nH]c2=O)c1 | 0.2 | 1 | -5 | 19 | -3 | 3 | -7 | -1 | 94 | 1.2
COc1ccc(-c2nc(CS(=O)CC(=O)N3CCC4(CC3)OCCO4)c(C)o2)cc1 (configuration not stated) | -0.1 | 1 | -1 | 2 | -5 | 1 | -2 | -1 | 95 | 0.3
O=C(C1CC(c2ccc(F)cc2)=NO1)N1CCC2(CC1)OCCO2 (configuration not stated) | 0.1 | -5 | -2 | -3 | -7 | -4 | -2 | 2 | 97 | 0.3
O=C1CC(=O)N(Cc2ccccc2)C(=O)N1Cc1ccccc1 | 0.3 | 1 | 0 | 0 | -5 | 1 | -4 | 11 | 99 | -1.6
COc1ccc(C(=O)CC(c2ccc3c(c2)OCO3)c2c(O)c3ccccc3oc2=O)cc1OC (configuration not stated) | 0.0 | 9 | 4 | -10 | -1 | 1 | 17 | -1 | 100 | -1.3
CN1CCCCC1c1ccc(-c2cccnc2)nc1 (configuration not stated) | -0.2 | 7 | 4 | 2 | -1 | -1 | 10 | -2 | 99 | 0.9
COc1ccccc1N1C(=O)NC(=O)C(CCc2ccncc2)(CCc2ccncc2)C1=O | 0.0 | 3 | 4 | 8 | 1 | 2 | -4 | -9 | 95 | -1.2
CC(=O)O[C@@]12CO[C@@H]1C[C@@H](O)[C@@]1(C)C(=O)[C@H](O)C3=C(C)[C@@H](OC(=O)[C@H](O)[C@@H](NC(=O)c4ccccc4)c4ccccc4)C[C@@](O)([C@@H](OC(=O)c4ccccc4)C12)C3(C)C (some centres not stated) | -0.1 | ? | 3 | -1 | -4 | 6 | -5 | 4 | 103 | 0.3
